Bioassay records from PubChem BioAssay.
core dimer inh: inhibitors of HCV core protein dimerization, primary screen, biochemical, TR-FRET, high-throughput; AID 1899, 2009; TR-FRET GST/Flag-core106 dimerization, 1536-well; actives 0.33% (n = 300,000); inhibition, % at 5 µM;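 active = inhibition above the mean of all tested compounds plus 3 SD, set per screening campaign, cut at about 45% in these data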
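System: GST/Flag-tagged HCV core106 proteins. Incubation: compound-protein-antibody incubation 4 h at 22.5 °C. Technique: HTRF with 340 nm excitation, 617/671 nm emission. Medium: KF-containing HEPES buffer, pH 7.45, DTT, CHAPS, BSA. Read-out: inhibition (%) from 671 over 617 nm ratio. Also added: Eu(K)-anti-GST 90 ng/mL plus XL665-anti-Flag 1 µg/mL.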
CTSL1 counter: Fasciola hepatica cathepsin L1 inhibitors, primary screen, counter-screen for PFM18AAP inhibitor project, biochemical, QFRET, fluorogenic peptide substrate | inhibition, % at 5.96 µM | recombinant F. hepatica cathepsin L1, Z-Leu-Arg-MCA fluorescence | actives 0.49% (n = 300,000);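 active = inhibition above the mean of all tested compounds plus 3 SD, set per screening campaign, cut at about 17% in these data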;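 also: 0% = plate median of test compound wells and 100% = 1 µM Z-Phe-Ala-diazomethylketone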
Efflux pump inh: inhibitors of Candida efflux pumps in yeast, primary screen, S. cerevisiae, Nile Red, multiplex; S. cerevisiae Candida pump triplex; actives 0.44% (n = 330,000); inhibition, % at 10 µM;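 active = plate passing quality check with inhibition over a set limit, or well fluorescence over plate mean plus 4 SD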;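 also: Nile Red retained in pooled yeast measured as flow cytometry median fluorescence; 0% = buffer negative control and 100% = Enniatin B positive control; higher means more Nile Red kept so more efflux inhibition; some compounds called inactive have numbers as strong as hits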
procasp7 counter: procaspase-7 activators, primary screen, counter-screen for procaspase-3 activator project, biochemical, absorbance, HTS, human; activation, % at 8.5 µM; AID 463210, 2010; recombinant procaspase-7, Ac-DEVD-pNA absorbance 405 nm; D23A/D198A/D206A triple mutant, cannot self-cleave; scale: DMSO 0, 5 µM enzyme 100; actives 0.093% (n = 330,000);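 active = percent activation above the screen-wide mean plus 3 SD, cut at about 25% in these data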
Target sequence (P55210 whole entry D23A/D198A/D206A): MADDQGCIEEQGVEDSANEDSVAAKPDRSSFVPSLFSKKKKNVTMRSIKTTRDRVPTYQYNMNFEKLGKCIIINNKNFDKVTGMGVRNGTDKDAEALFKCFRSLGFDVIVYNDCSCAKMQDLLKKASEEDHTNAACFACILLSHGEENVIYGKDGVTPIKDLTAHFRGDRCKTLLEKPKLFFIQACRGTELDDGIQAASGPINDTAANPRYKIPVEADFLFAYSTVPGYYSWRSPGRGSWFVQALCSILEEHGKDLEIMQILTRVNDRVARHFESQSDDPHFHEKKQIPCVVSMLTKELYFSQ
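System: Uncleavable procaspase-7 mutant enzyme; Amount: 2 µM procaspase-7 mutant as dispensed; Schedule: 1 h compound preincubation, 2 h substrate cleavage, 25 °C; Measured by: 405 nm absorbance of p-nitroaniline; Evaluation: percent activation from buffer-corrected 0–120 min absorbance change; Control set: low DMSO alone, high DMSO plus 5 µM PC-7.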
TPT1 inhibitor: Candida albicans TPT1 enzyme inhibitors, primary screen, biochemical, fluorescence polarization. tRNA 2'-phosphotransferase TPT1 (Candida albicans SC5314). recombinant caTPT1, FP RNA substrate dephosphorylation. inhibition, % at 5 µM. actives 0.81% (n = 300,000). AID 1962, 2009;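 active = inhibition above the mean of all tested compounds plus 3 SD, set per screening campaign, cut at about 24% in these data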;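 also: plate controls were DMSO alone for no effect and ferristatin control at 100 nM for full effect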
PP5 primary: PP5 phosphatase inhibitors, primary screen, biochemical, fluorescence; Serine/threonine-protein phosphatase 5 (Homo sapiens), P53041; purified PP5c, OMFP substrate fluorescence; inhibition, % at 6.7 µM; actives 0.18% (n = 320,000);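 active = inhibition above the campaign's mean inhibition across all tested compounds plus 3 SD, cut at about 9.5% in these data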;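 also: 0% = DMSO only and 100% = 100 µM cantharidin control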
Target sequence (P53041 whole entry, looked up): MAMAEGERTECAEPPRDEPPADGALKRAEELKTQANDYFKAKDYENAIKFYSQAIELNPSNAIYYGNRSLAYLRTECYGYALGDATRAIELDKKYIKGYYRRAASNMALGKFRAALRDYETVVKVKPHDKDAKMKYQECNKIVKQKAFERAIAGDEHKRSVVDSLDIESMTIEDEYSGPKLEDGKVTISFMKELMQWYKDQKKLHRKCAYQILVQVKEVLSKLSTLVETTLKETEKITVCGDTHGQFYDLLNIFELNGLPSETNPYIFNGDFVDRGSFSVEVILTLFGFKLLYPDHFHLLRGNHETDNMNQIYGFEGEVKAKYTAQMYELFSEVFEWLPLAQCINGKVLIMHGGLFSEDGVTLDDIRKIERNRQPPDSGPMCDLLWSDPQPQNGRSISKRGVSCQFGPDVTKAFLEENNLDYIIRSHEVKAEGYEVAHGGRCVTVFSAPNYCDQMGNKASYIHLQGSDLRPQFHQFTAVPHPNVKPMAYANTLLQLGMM
PP1 counter: PP1-alpha phosphatase inhibitors, primary screen, counter-screen for PP5 inhibitor project, biochemical, fluorescence, OMFP substrate, single point; purified PP1alpha; inhibition, % at 6.7 µM; actives 0.9% (n = 320,000);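 active = inhibition above the mean inhibition of all tested compounds plus 3 SD, computed separately for each screening campaign, cut at about 15% in these data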
proCasp3 act: activators of human procaspase-3 D3A mutant, primary screen, biochemical, absorbance, PC-3 D3A mutant, single concentration. Caspase-3 (Homo sapiens), P42574. recombinant procaspase-3 D3A, Ac-DEVD-pNA absorbance 405 nm. activation, % at 8.5 µM. actives 0.11% (n = 330,000). AID 463141, 2010;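 active = activation above the mean of all tested compounds plus 3 SD, cut at about 21% in these data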;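 also: 0% = DMSO alone and 100% = DMSO wells spiked with extra 5 µM PC-3 D3A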
Target sequence (P42574 whole entry D9A/D28A/D175A): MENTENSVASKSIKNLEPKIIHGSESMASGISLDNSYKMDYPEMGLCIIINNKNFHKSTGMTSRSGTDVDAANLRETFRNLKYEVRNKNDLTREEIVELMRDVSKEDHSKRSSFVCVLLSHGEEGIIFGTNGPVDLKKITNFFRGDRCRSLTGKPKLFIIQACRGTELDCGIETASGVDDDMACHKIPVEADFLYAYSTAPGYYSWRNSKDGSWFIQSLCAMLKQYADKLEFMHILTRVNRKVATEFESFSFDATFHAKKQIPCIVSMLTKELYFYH
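Assay system – Procaspase-3 D3A mutant, all three cleavage aspartates alanine · Controls – DMSO-only low control, 5 µM PC-3 D3A high control · Schedule – 1 h compound preincubation, 2 h substrate hydrolysis at 25 °C · Signal – 405 nm absorbance of p-nitroaniline, reads at 0 and 120 min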
JMJD2C inh: inhibitors of GASC-1 histone demethylase, primary screen, biochemical, fluorescence, DELFIA europium | GST-JMJD2C(1-420) H3K9me3 demethylation | actives 0.069% (n = 330,000) | inhibition, % at 2.35 µM;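 active = more than half of a compound's replicate wells show inhibition beyond 50%, single wells judged on their own value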;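 also: signal counts dimethyl H3K9 product captured on neutravidin plate; 0% = median of DMSO wells and 100% = 0.3 times that DMSO median; strong numbers were not always called active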
Starred values were filed as active, the others as inactive; / = no result given. This is a random part of the collection (roughly 2.9% active in at least one column).

SMILES | core dimer inh | CTSL1 counter | Efflux pump inh | procasp7 counter | TPT1 inhibitor | PP5 primary | PP1 counter | proCasp3 act | JMJD2C inh
CCCCS(=O)(=O)N1C2=NC(C(=O)OC)=C(C(=O)OC)[C@@H]3N(C)c4ccc(OC)cc4[C@]23C[C@H]1C(=O)OC | -12 | -2 | -0.1 | -1 | -2 | 3.1 | -2 | -1 | -6
CCC(=O)c1ccc(N2CCC(C)CC2)c(F)c1 | -2 | -1 | 0.1 | 4 | 1 | 0.6 | -2 | 0 | -10
Cc1ccc(C)c(NC(=O)CSc2nc(C)cc(C)c2C#N)c1 | -4 | 5 | 0.1 | 1 | 2 | 1.6 | -6 | -2 | 7
CN(C(=O)CSC(=O)c1ccccc1)c1ccccc1 | -1 | -13 | -0.1 | -7 | -3 | -0.5 | -1 | -1 | 25
CCc1ccc(C(=O)N/N=C(\C)c2ccncc2)s1 | 1 | 0 | -0.1 | -3 | -1 | -0.4 | -1 | 2 | 8
COc1ccc(OCC(=O)NC2CCSc3ccccc32)cc1 (stereo unspecified) | / | / | 0.2 | 10 | / | / | / | -5 | 0
CN(C)c1nn(C(=O)Nc2cccc(C(F)(F)F)c2)cc1-c1ccccc1 | 0 | -1 | -0.1 | -8 | 0 | 3.3 | -3 | 9 | 2
Cc1cccc2[nH]c3c(=O)n(CCN4CCNCC4)cnc3c12 | -4 | -1 | -0.1 | 4 | -3 | 0.0 | -6 | -4 | 3
Cc1nc(-c2ccccc2)sc1-c1ccn[nH]1 | -4 | 6 | 0.2 | 4 | -1 | -0.1 | -2 | -2 | 4
O=C([C@@H]1CC=C[C@@H]2CCN(C3CC3)C(=O)[C@@H]21)N1CCN(c2ccccc2)CC1 | -5 | -3 | -0.1 | -1 | -4 | -0.2 | -1 | -3 | -15
Cc1cc(C)c2c(=O)c(C#N)coc2c1 | 5 | -3 | 0.2 | 5 | -1 | 0.2 | -1 | 0 | -4
O=C(CCn1cnnn1)Nc1ccccc1F | -2 | -4 | -0.1 | 3 | -4 | -1.3 | 2 | 5 | 17
COc1ccccc1S(=O)(=O)Cc1ccc(C(=O)N2CCCC2)o1 | 0 | 2 | -0.1 | 4 | -4 | -0.3 | -2 | 4 | 3
COc1cccc(CNC(=O)CN(c2cc(C)cc(C)c2)S(=O)(=O)c2c(C)noc2C)c1 | 0 | 0 | -0.1 | 1 | -3 | 0.8 | 0 | 6 | 8
CC1CC(C)CN(c2ccc(NS(=O)(=O)c3ccccc3)cc2C(=O)O)C1 (stereo unspecified) | 8 | 0 | 0.1 | 3 | 0 | 2.1 | -3 | -5 | 6
Cc1noc(C)c1C(=O)N1CCN(C(=O)c2sc3cc(Cl)ccc3c2Cl)CC1 | 1 | 3 | 0.0 | 8 | -2 | 0.6 | 3 | -6 | 1
CCOc1cc(C(=O)Nc2ccncc2)cc(OCC)c1OCC | -3 | -3 | 0.0 | -1 | 4 | 1.5 | -3 | -3 | 29
Cc1c(N=CN2CCOCC2)c(=O)n(C)c(=O)n1C | -5 | 3 | -0.1 | -18 | 2 | -0.1 | 0 | 2 | 2
O=C1CCC(=O)N1c1ccc(NCCc2cccc(F)c2)c([N+](=O)[O-])c1 | -7 | 2 | 0.0 | -1 | -4 | 1.3 | -1 | 5 | -1
CCC(C)(C)C1CCC2(CC1)NC(=O)N(CC(=O)N(C)Cc1ccc(OC(F)F)cc1)C2=O (stereo unspecified) | 11 | 1 | 0.0 | 5 | -2 | 2.2 | -8 | -8 | 1

10 neighbouring entries already listed:
SMILES | core dimer inh | CTSL1 counter | Efflux pump inh | procasp7 counter | TPT1 inhibitor | PP5 primary | PP1 counter | proCasp3 act | JMJD2C inh
CCCCS(=O)(=O)N1C2=NC(C(=O)OC)=C(C(=O)OC)[C@@H]3N(C)c4ccc(OC)cc4[C@]23C[C@H]1C(=O)OC | -12 | -2 | -0.1 | -1 | -2 | 3.1 | -2 | -1 | -6
CCC(=O)c1ccc(N2CCC(C)CC2)c(F)c1 | -2 | -1 | 0.1 | 4 | 1 | 0.6 | -2 | 0 | -10
Cc1ccc(C)c(NC(=O)CSc2nc(C)cc(C)c2C#N)c1 | -4 | 5 | 0.1 | 1 | 2 | 1.6 | -6 | -2 | 7
CN(C(=O)CSC(=O)c1ccccc1)c1ccccc1 | -1 | -13 | -0.1 | -7 | -3 | -0.5 | -1 | -1 | 25
CCc1ccc(C(=O)N/N=C(\C)c2ccncc2)s1 | 1 | 0 | -0.1 | -3 | -1 | -0.4 | -1 | 2 | 8
COc1ccc(OCC(=O)NC2CCSc3ccccc32)cc1 (stereo unspecified) | / | / | 0.2 | 10 | / | / | / | -5 | 0
CN(C)c1nn(C(=O)Nc2cccc(C(F)(F)F)c2)cc1-c1ccccc1 | 0 | -1 | -0.1 | -8 | 0 | 3.3 | -3 | 9 | 2
Cc1cccc2[nH]c3c(=O)n(CCN4CCNCC4)cnc3c12 | -4 | -1 | -0.1 | 4 | -3 | 0.0 | -6 | -4 | 3
Cc1nc(-c2ccccc2)sc1-c1ccn[nH]1 | -4 | 6 | 0.2 | 4 | -1 | -0.1 | -2 | -2 | 4
O=C([C@@H]1CC=C[C@@H]2CCN(C3CC3)C(=O)[C@@H]21)N1CCN(c2ccccc2)CC1 | -5 | -3 | -0.1 | -1 | -4 | -0.2 | -1 | -3 | -15

Following part.
SMILES | core dimer inh | CTSL1 counter | Efflux pump inh | procasp7 counter | TPT1 inhibitor | PP5 primary | PP1 counter | proCasp3 act | JMJD2C inh
COC(=O)Cc1csc(Nc2ccc(Cl)cc2)n1 | 1 | 1 | -0.2 | 11 | 0 | 0.2 | 0 | 11 | 6
Cc1ccc(S(=O)(=O)N2CCCC(C(=O)Nc3ccc(C(=O)O)cc3)C2)cc1Cl (stereo unspecified) | 6 | 3 | -0.1 | 1 | -4 | -0.3 | -1 | 7 | -6
CC(O)CCC(=O)NNC(=S)Nc1ccccc1 (stereo unspecified) | -1 | 5 | -0.1 | -6 | -1 | -2.4 | -4 | -5 | -3
COc1cc(/C=N/NC(N)=O)cc(Br)c1OCc1ccccc1C | 5 | 2 | 0.0 | 15 | 4 | 0.6 | -1 | -5 | 0
COc1ccc(C)cc1-n1c(SCC(=O)Nc2cccc(C(=O)O)c2)nc2ccccc2c1=O | 4 | 2 | 0.1 | 3 | -2 | -2.5 | -4 | 9 | 0
Cc1ccc([N+](=O)[O-])cc1-c1ccc(/C=N\n2nnnc2N)o1 | 35 | 0 | -0.1 | 5 | 2 | 1.2 | 12 | 3 | -1
O=C(NNS(=O)(=O)c1ccccc1)c1cccc([N+](=O)[O-])c1 | 7 | -4 | -0.1 | 3 | 1 | 0.6 | 8 | 4 | 0
C=CCNS(=O)(=O)c1cccc2cc(C(=O)O)c(O)cc12 | -2 | -1 | 0.1 | 5 | -6 | 1.3 | -2 | 2 | 2
CCn1ncc(/C=N\NC(=O)c2ccc3c(c2)c(C)c(C)n3Cc2ccccc2)c1C | 16 | 0 | -0.1 | -1 | -4 | 3.0 | 6 | 4 | 59
CCOC(=O)c1ccc(NC(=O)CSc2nnc(CNC(=O)c3ccccc3F)o2)cc1 | 1 | 1 | -0.2 | -7 | -2 | -0.5 | -2 | -5 | 13
Cc1nc(C)c(-c2ccn(S(=O)(=O)c3ccc(Cl)cc3)n2)o1 | 0 | -2 | 0.0 | 12 | -3 | -1.4 | -2 | 3 | 4
COC(=O)Cn1ccc(N(C)C)c(C#N)c1=O | -4 | -3 | 0.0 | 10 | -1 | 1.0 | -2 | 5 | -3
Cc1c(CN2CCC(C(=O)Nc3cccc(-c4cccc(Cl)c4)c3)CC2)cnn1C | -11 | 0 | 0.1 | 3 | 2 | 0.4 | 1 | -2 | 7
Cc1ncc([N+](=O)[O-])n1CC(=O)Nc1ccc(Br)cc1 | 1 | 0 | 0.0 | -2 | 1 | 2.2 | 2 | 1 | -7
CCCCOc1ccc(N(CC(=O)NCC2CCCO2)C(=O)CCC(=O)Nc2cc(C)ccn2)cc1 (stereo unspecified) | 4 | 4 | 0.3 | -4 | -1 | 1.5 | -2 | 3 | -6
COc1ccc(C(=O)N(C)Cc2ccccn2)cc1OC1CCN(C(C)C)CC1 | 11 | 3 | 0.1 | 1 | -2 | 1.2 | 0 | 13 | 17
C=CCN(c1ccccc1)S(=O)(=O)c1cccc(C(=O)Nc2ncccc2O)c1 | -8 | 1 | 0.0 | 1 | -2 | 0.1 | 1 | -6 | 1
Cc1ccc(NS(=O)(=O)c2cc(NC(=O)C(C)Oc3ccccc3)ccc2C)c(C)c1 (stereo unspecified) | 1 | 1 | -0.3 | 4 | -3 | 4.0 | 6 | 6 | 5
Cc1nc([N+](=O)[O-])c(NCCO)n1Cc1ccccc1 | 3 | -3 | 0.0 | 0 | 0 | 0.9 | -3 | -4 | -6
CCC(C(=O)NCc1cccs1)n1nc(C)n2c(cc3occc32)c1=O (stereo unspecified) | -7 | 1 | 0.5 | -12 | -1 | 1.5 | 1 | -5 | 11
C/C(CC(=O)Nc1ccc(N(C)C)cc1)=N\NC(=O)c1ccc(Cl)cc1 | -15 | -1 | 0.2 | -2 | 1 | 1.6 | 5 | -2 | -9
CC(C)[C@@H](C(=O)NC1CCCC1)N1C(=O)N2CCc3c([nH]c4ccccc34)[C@@]2(C)C1=O | -2 | -1 | -0.1 | -3 | 0 | 0.0 | -2 | 9 | -22
OC(COc1ccc(Cl)cc1)CN1CCCCC1 (stereo unspecified) | 0 | -3 | 0.0 | -3 | -4 | 3.4 | -1 | 12 | 4
Cc1ccc2c(C)cc[n+](CCCS(=O)(=O)[O-])c2c1 | -8 | -1 | 0.1 | 1 | -1 | 3.0 | 2 | 1 | 9
O=C(c1cnccn1)N1CCc2ccccc2C1 | 3 | -11 | 0.1 | -10 | 3 | 3.3 | -4 | 7 | -4
FC(F)(F)c1nc(-c2cccnc2)ncc1-c1nnnn1-c1ccccc1 | 5 | -1 | 0.2 | -10 | -3 | -0.6 | -4 | 0 | 0
